Assay outcomes from PubChem BioAssay.
KOR beta-arrestin-1 = KOR agonists, beta-arrestin recruitment, primary screen, cell-based, luminescence, uHTS (AID 1777); KOR beta-arrestin recruitment, luminescence; higher % means a stronger effect; activation, % at 10 µM; hits with a dose series show EC50 in µM; 280,000 compounds, 0.02% hits; in the data active means activation above about 50%, passing the limit was not always enough; further: a part of the inactive calls stands beside numbers as strong as those of hits
AID2073 = disruptors of CaV2.2 binding to Mint1 – biochemical, HTRF (AID 2073) | HTRF protein-protein interaction, Mint1-CaV2.2; higher % means a stronger effect | inhibition, % at 20 µM; hits with a dose series show IC50 in µM | 290,000 compounds, 0.19% hits; in the data active means inhibition mostly above about 51%, no sharp cut-off; inconclusive means no clear call, values can overlap the other calls; inactive means mostly below about 53%; further: some results filed as inactive read as strong as hits
GPR55 beta-arrestin = GPR55 agonists via beta-arrestin recruitment, primary screen, imaging, U2OS cells, beta-arrestin-GFP redistribution (AID 1961); one-dose activation, % at 10 µM; EC50 in µM for titrated hits; 290,000 compounds, 0.048% hits; U2OS GPR55 beta-arrestin-GFP redistribution imaging; higher % means a stronger effect;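 active means activation above 40% with more than 50 cells counted in the well; inconclusive means wells holding fewer than 50 cells, flagged as toxic or sparse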;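 further: U2OS osteosarcoma cells stably expressing GPR55 and beta-arrestin-GFP; plate controls were DMSO negative control for no effect and LPI positive control for full effect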
M17LAP inhibition = P. falciparum M17LAP inhibitors, primary screen, biochemical, fluorogenic H-Leu-NHMec substrate, 1536-well (AID 1619) | recombinant M17LAP, H-Leu-NHMec fluorogenic kinetic assay; higher % means a stronger effect | inhibition, % at 30 µM, or IC50 in µM where a hit was titrated | 220,000 compounds, 0.38% hits;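 active means compound inhibiting the enzyme by more than half at any dose during confirmatory dose-response retesting; inconclusive means strong single-dose inhibitors picked by rank but not retested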;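 further: plate controls were full reaction with DMSO carrier for no effect and no enzyme background for full effect; strong numbers were not always called active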
KOR beta-arrestin-2 = kappa opioid receptor blockers – cell-based, luminescence, uHTS (AID 1778); KOR beta-arrestin recruitment, luminescence, antagonist mode; higher % means a stronger effect; inhibition, % at 10 µM; hits with a dose series show IC50 in µM; 290,000 compounds, 0.091% hits; further: strong numbers were not always called active
Dynein cargo inh = blocks dynein driven cargo transport along microtubules | 3617.4 mouse cells, GR-EGFP nuclear translocation imaging; test concentration mostly 20 µM; stimulated with dexamethasone, 1 µM; stronger effect = lower value | z-score, hits read low | 220,000 compounds, 0.47% hits | AID 1381;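 active means plate z-score of nuclear minus cytoplasmic receptor signal below a set negative limit, without overly bright fluorescence or cell loss, cut at about -3.5 in these data, passing the limit was not always enough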;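 further: z-score of nuclear minus cytoplasmic ring GR-EGFP intensity difference per well; some compounds called inactive have numbers as strong as hits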
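Buffer or medium – tet-free medium with charcoal-stripped serum · Signal – automated 10x imaging of fixed Hoechst-stained cells · Also added – dexamethasone agonist, 1.0 µM final, for 30 min · Incubation – induction 48 h, compound 1 h, agonist 30 min · Read-out – GR-EGFP nuclear translocation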
HEK293 NOD2/NF-kB = NOD2 signaling inhibitors, cell-based, luminescence, uHTS, HEK293 (AID 1566); 290,000 compounds, 0.63% hits; HEK293 NOD2/NF-kB luciferase reporter, luminescence; higher % means a stronger effect; inhibition, % at 4 µM; hits with a dose series show EC50 in µM; further: many of its hits are not listed in these tables
P. falciparum M1AAP = malaria alanyl aminopeptidase activity blockers – biochemical, fluorogenic H-Leu-NHMec substrate, 1536-well (AID 1445); recombinant M1AAP, H-Leu-NHMec fluorogenic kinetic assay; higher % means a stronger effect; one-dose inhibition, % at 30 µM; IC50 in µM for titrated hits; 220,000 compounds, 0.42% hits;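 active means primary inhibition above the hit cutoff, then over 50% inhibition at one or more dose response concentrations, cut at about 23% in these data, passing the limit was not always enough; inconclusive means conflicting primary data, or primary hits not chosen for dose response; inactive means low primary inhibition, or under 50% at every dose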;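 further: plate controls were DMSO full reaction for no effect and no enzyme background for full effect; strong numbers were not always called active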
NOD1 NF-kB reporter = NOD1 signaling inhibitors, primary screen, cell-based, luminescence, uHTS (AID 1578); NOD1-driven NF-kB luciferase reporter cells, luminescence; higher % means a stronger effect; inhibition, % at 4 µM, or EC50 in µM where a hit was titrated; 290,000 compounds, 1% hits; in the data active means inhibition mostly above about 36%, no sharp cut-off; inactive means mostly below about 34%;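 further: HEK-293T reporter cells stimulated with the NOD1 agonist gamma-tri-DAP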
Dynein cargo inh cytoplasmic EGFP = further read-out of Dynein cargo inh, marked with its call; z-score; measured here: cytoplasmic GR-EGFP intensity; stronger effect = higher value
Dynein cargo inh nuclear GR-EGFP = recorded beside Dynein cargo inh, whose call it bears; z-score; measured here: nuclear GR-EGFP intensity;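 lower value marks the stronger effect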
Dynein cargo inh cell count = also measured in Dynein cargo inh; calls as there; z-score; measured here: cell count per field
* marks the source's active call; other numbers are inactive results; u = inconclusive; x = not tested or not shown; [ ] = remark or other dose. Unless noted, no stated cut-off is given here; in the data, active means inhibition above about 50%; inactive means the rest.

Every second line gives: Dynein cargo inh cytoplasmic EGFP, AID2073, Dynein cargo inh nuclear GR-EGFP, P. falciparum M1AAP, Dynein cargo inh, KOR beta-arrestin-2, KOR beta-arrestin-1, M17LAP inhibition, HEK293 NOD2/NF-kB, NOD1 NF-kB reporter, Dynein cargo inh cell count, GPR55 beta-arrestin
(1) O=C1C2C(C(=O)N1/N=C/c1ccc([N+](=O)[O-])o1)C1C=CC2C12CC2 (centres undefined)
    -0.14, 8%, 0.39, 6%, 1.4, 18%, 1.4%, 16%, 8%, -7%, -1.2, -0.3%
(2) COc1cc(C2C(C(=O)Nc3ccccc3OC)=C(C)Nc3ncnn32)ccc1O (centres undefined)
    -0.12, 6%, -0.057, -2%, -0.48, -37%, 8.0%, -4%, 0%, 1%, 0.085, -0.1%
(3) Cc1nn(-c2ccccc2)c(C)c1/C=N/n1c(-c2ccc(Cl)cc2)n[nH]c1=S
    -0.22, 52%, 0.77, 8%, 0.84, 26%, -2.9%, -1%, 12%, -14%, -0.87, -0.1%
(4) CCOc1ccc(-n2c(C)cc(/C=N/N(C)C)c2C)cc1
    -0.13, 6%, 0.064, 6%, -0.57, 2%, -2.1%, 2%, -5%, -33%, -0.7, 0.2%
(5) COc1cccc(-n2c(C)cc(/C=C3\C(=N)N4N=C(CC(=O)N5CCOCC5)SC4=NC3=O)c2C)c1
    x, 19%, x, x, x, -25%, 3.7%, x, 2%, -13%, x, -0.1%
(6) CN1CCN(c2oc(-c3ccco3)nc2S(=O)(=O)c2ccccc2)CC1
    -0.18, 6%, -0.087, 7%, -0.67, -23%, -2.8%, 3%, 2%, 4%, 0.74, -0.2%
(7) CC(=O)c1cccc(N(CC(=O)NC2CCCC2)C(=O)c2ccc(C)s2)c1
    x, 4%, x, x, x, -9%, 4.2%, x, -1%, -24%, x, 0.0%
(8) O=C(Nc1ccc(C(=O)N2CCN(c3ccc(F)cc3)CC2)cc1)C1=CSCCO1
    x, 2%, x, x, x, -4%, 7.9%, x, 22%, -8%, x, -0.2%
(9) C/C(N)=C(/C#N)C(=O)COC(=O)c1cc(C)n(-c2ccc(F)cc2)c1C
    -0.28, 8%, 0.37, 4%, 0.48, -16%, -3.9%, 0%, -49%, -15%, 0.21, -0.1%
(10) C1=C(CCNc2ncnc3nc[nH]c23)CCCC1
    0.25, 23%, -0.35, 6%, -1.2, 3%, -2.5%, 26%, -21%, -4%, 1.2, -0.1%

The listing continues.
Every second line gives: Dynein cargo inh cytoplasmic EGFP, AID2073, Dynein cargo inh nuclear GR-EGFP, P. falciparum M1AAP, Dynein cargo inh, KOR beta-arrestin-2, KOR beta-arrestin-1, M17LAP inhibition, HEK293 NOD2/NF-kB, NOD1 NF-kB reporter, Dynein cargo inh cell count, GPR55 beta-arrestin
(11) O=C(c1cc2c(s1)CCCC2)N1CCN(S(=O)(=O)c2ccccc2C(F)(F)F)CC1
    -0.13, 8%, 0.3, -5%, -0.055, 15%, 5.9%, -5%, 29%, 20%, -0.67, -0.3%
(12) CSCC[C@H](NC(=O)c1ccc2ccccc2c1)C(=O)N1CCC2(CC1)NCCc1[nH]cnc12
    x, -5%, x, x, x, -20%, 0.1%, x, 10%, -21%, x, -0.1%
(13) Cn1c(SCC(=O)NCc2cccs2)nnc1-c1ccc(S(=O)(=O)N2CCCC2)cc1
    0.25, -4%, -0.29, 7%, -0.51, 26%, 10%, -12%, 8%, 21%, 0.27, 0.2%
(14) COC(=O)c1nc(-c2ccccc2)oc1N(C)C
    -0.18, 4%, -0.17, 5%, -0.15, -3%, -2.0%, -5%, 3%, -18%, 0.35, -0.1%
(15) CCOC(=O)C1=C(c2ccccc2)NC(=S)NC1c1ccc(Cl)cc1 (centres undefined)
    -0.27, -27%, -0.1, -2%, -0.94, 8%, 5.3%, 2%, 17%, -5%, 0.88, -0.3%
(16) COc1ccc(NC(=S)NC(=O)c2ccccc2)cn1
    x, 13%, x, x, x, -29%, 3.3%, x, -32%, -21%, x, 0.3%
(17) COc1ccc(NC(=O)C(=O)N/N=C(\C)CC(=O)Nc2cc(C)ccn2)c(OC)c1
    -0.21, 20%, 0.23, 11%, -0.8, -10%, -0.7%, -2%, 25%, -1%, -0.095, -0.1%
(18) COc1cc(/C=N/Nc2ccc(Cl)c(C(=O)O)c2)ccc1OC(=O)c1ccccc1F
    x, -5%, x, x, x, -17%, 4.0%, x, -9%, 4%, x, -0.1%
(19) COCCNC(=O)C(c1ccccc1F)N(C(=O)C(=O)NC1CCCC1)C1CCCCC1 (centres undefined)
    0.35, u, 0.13, x, -0.3, 1%, 2.4%, x, 14%, -33%, 0.88, -0.1%
(20) CCc1ccc(NC(=O)C(=O)N/N=C(\C)CC(=O)Nc2ccc(OC)cc2)cc1
    -0.23, -1%, 0.88, 2%, 0.76, 12%, 2.3%, 5%, -3%, -38%, -1.1, -0.1%

Remaining list, next part
Every second line gives: Dynein cargo inh cytoplasmic EGFP, AID2073, Dynein cargo inh nuclear GR-EGFP, P. falciparum M1AAP, Dynein cargo inh, KOR beta-arrestin-2, KOR beta-arrestin-1, M17LAP inhibition, HEK293 NOD2/NF-kB, NOD1 NF-kB reporter, Dynein cargo inh cell count, GPR55 beta-arrestin
(21) CC12CCC(C(=O)N(c3ccc(Cl)cc3)C1=O)C2(C)C (centres undefined)
    -0.24, -6%, 0.84, 2%, -0.27, 46%, -1.7%, 5%, 18%, -18%, 0.21, -0.3%
(22) O=C(CN1CCOCC1)Nc1ccc(Oc2ccccc2)cc1
    -0.19, -12%, -0.17, 1%, -0.42, 11%, 4.1%, 17%, -13%, -23%, 1.2, 0.2%
(23) NC(=O)C1(N2CCCCC2)CCN(C(=O)c2cccn3c(=O)c4cc(Cl)ccc4nc23)CC1
    -0.25, 38%, 0.79, 13%, 1.4, -26%, 2.9%, -70%, -4%, x, -0.9, 0.5%
(24) COc1ccc(Cc2nnc(SCC(=O)Nc3ccc(N4CCOCC4)cc3)n2C)cc1
    x, -1%, x, x, x, -28%, 7.2%, x, -44%, 26%, x, 0.5%
(25) S=C(N/N=C/c1ccc2ncccc2c1)Nc1ccccc1
    0.18, -1%, 1.4, 14%, 1.1, 13%, -1.5%, 19%, -45%, -49%, -1.7, 0.3%
(26) O=C(Nc1nc(-c2ccccc2)cs1)c1ccc(S(=O)(=O)N2CCc3ccccc32)cc1
    1.2, 18%, 2.4, 4%, 1.6, 20%, -2.4%, -2%, 13%, 10%, -1.6, 0.3%
(27) Cc1cc(=O)n2nc(N3CCC(C(=O)Nc4c(F)c(F)c(F)c(F)c4F)CC3)sc2n1
    x, 0%, x, x, x, -8%, -0.8%, x, 2%, -24%, x, -0.3%
(28) CC1=CC=CC2=NC(=O)CC(C)(C(=O)N(CC(=O)NC3CCCC3)c3ccccc3C)N12 (centres undefined)
    -0.18, 8%, -0.12, 8%, 0.12, -21%, -3.8%, -110%, 9%, -5%, 1.8, 0.3%
(29) Cc1c(N=C(N)/N=C(\N)Nc2ccccc2)c(=O)n(-c2ccccc2)n1C
    0.62, 5%, -0.6, 10%, -0.85, -23%, 1.4%, 2%, 9%, -18%, 0.89, 0.2%
(30) COc1ccc(-c2nsc3c(N4CCCCC4C)ncnc23)cc1 (centres undefined)
    -0.39, -9%, -0.7, 3%, -0.92, -34%[20 µM], -1.2%, -6%, 86%*, 78%*, 1.8, 0.3%

(continued)
Every second line gives: Dynein cargo inh cytoplasmic EGFP, AID2073, Dynein cargo inh nuclear GR-EGFP, P. falciparum M1AAP, Dynein cargo inh, KOR beta-arrestin-2, KOR beta-arrestin-1, M17LAP inhibition, HEK293 NOD2/NF-kB, NOD1 NF-kB reporter, Dynein cargo inh cell count, GPR55 beta-arrestin
(31) Cc1ccc(S(=O)(=O)N[C@@H](Cc2ccccc2)C(=O)N2CCC(C(=O)N[C@H](C(=O)O)C(C)O)CC2)cc1 (some centres undefined)
    x, 2%, x, x, x, 1%, -5.8%, x, 6%, 0%, x, 0.0%
(32) Cn1c(COc2ccccc2)nnc1SCC(=O)c1cccc([N+](=O)[O-])c1
    -0.048, -10%, -0.3, 7%, -0.082, 4%, 0.3%, 14%, 14%, 11%, -0.2, -0.1%
(33) Cc1nn(C)c(Cl)c1/C=N/OC(=O)c1ccccc1
    -0.21, 5%, 0.4, 3%, 0.38, -5%[20 µM], 2.4%, 8%, 8%, -31%, -0.37, 0.2%
(34) c1cncc(CNc2ncn[nH]2)c1
    -0.24, -6%, 0.092, 1%, 0.25, 25%, -2.0%, -2%, 17%, -6%, 0.52, 0.8%
(35) O=C(Nc1ccc2c(c1)OCCO2)C1CCN(C(=O)c2ccccc2)CC1
    -0.2, -4%, -0.78, 7%, 0.21, 12%, -2.1%, 15%, -3%, 12%, -0.97, -0.1%
(36) Cc1cc(/C=C(\C#N)C(=O)O)c(C)n1CC(C)C
    -0.075, 13%, -0.031, 21%, 0.14, 5%, -1.0%, 26%, -12%, -9%, 0.5, -0.2%
(37) CS(=O)(=O)NCCCCNc1ccc(C(F)(F)F)cc1[N+](=O)[O-]
    -0.21, 0%, 0.07, 7%, -0.083, -21%[20 µM], x, -4%, -5%, -20%, 0.86, -0.1%
(38) O=C1CC(Sc2cccs2)C(=O)N1c1ccccc1 (centres undefined)
    -0.23, 19%, 0.21, 7%, 0.54, -12%, 0.2%, -5%, 3%, -14%, -0.14, 0.2%
(39) CC(C)NS(=O)(=O)c1ccc(NC(=S)NC(=O)c2cccc([N+](=O)[O-])c2)cc1
    -0.22, -4%, -0.11, 7%, -0.59, -31%, 2.9%, 10%, -8%, 20%, 0.35, 0.5%

4 entries from above, arranged by the value under KOR beta-arrestin-1, descending.
cpd | smiles | KOR beta-arrestin-1
39 | CC(C)NS(=O)(=O)c1ccc(NC(=S)NC(=O)c2cccc([N+](=O)[O-])c2)cc1 | 2.9%
38 | O=C1CC(Sc2cccs2)C(=O)N1c1ccccc1 (centres undefined) | 0.2%
34 | c1cncc(CNc2ncn[nH]2)c1 | -2.0%
31 | Cc1ccc(S(=O)(=O)N[C@@H](Cc2ccccc2)C(=O)N2CCC(C(=O)N[C@H](C(=O)O)C(C)O)CC2)cc1 (some centres undefined) | -5.8%

An excerpt (hit frequency here may not be typical).
